Pol eta inh – DNA polymerase eta (human) inhibition; AID 588591; recombinant Pol eta, fluorescent DNA replication assay; Q9Y253; Potency, µM (doses to about 114 µM), inactives show top-dose activity change, negative = inhibition, hits mostly inhibitors; 390,000 tested, 1.2% active; also: potency is read from the fitted curve at half-maximal effect; % is scaled to controls: 0 for no effect and ±100 for the full control effect
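Pol eta (10 nM) was preincubated with compounds for 15 min at room temperature, after which fluorescent replication substrate (50 nM final) was added to start the reaction. Fluorescence was read kinetically at 0 and 10 min.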
BLM helicase inh – inhibitors of human Bloom syndrome helicase BLM; 350,000 tested, 0.2% active; P54132; Potency, µM (highest dose often 56.1 µM), for inactives: at the highest dose activity change, negative = inhibition, most hits filed as inhibitors; recombinant BLM DNA unwinding, fluorescence dequenching; AID 2528;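 also: potency is read from the fitted curve at half-maximal effect; plate controls were vehicle for no effect and no enzyme for full effect; nearly all actives have a fitted effect of over 35% in size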
Apoferritin bind – candidate novel general anesthetic via apoferritin binding; P02791; apoferritin/1-aminoanthracene competitive binding, fluorescence; Potency, µM (top dose mostly 77.5 µM), inactives show top-dose activity change, negative = displacement, hits mostly inhibitors; 350,000 tested, 0.074% active; also: potency is read from the fitted curve at half-maximal effect; % is scaled to controls: 0 for no effect and ±100 for the full control effect; nearly all actives have a fitted effect of over 20% in size
Target sequence (P02791 2-175 limits assumed): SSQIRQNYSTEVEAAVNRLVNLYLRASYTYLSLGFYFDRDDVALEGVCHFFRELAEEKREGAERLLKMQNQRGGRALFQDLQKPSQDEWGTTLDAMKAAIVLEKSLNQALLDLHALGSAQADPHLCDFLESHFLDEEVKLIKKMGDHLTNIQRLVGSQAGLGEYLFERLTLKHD
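Concentration-response curves derived by four-parameter Hill fitting of normalized fluorescence, where compounds displaced 1-AMA from 10 uM horse apoferritin following a brief 10 min room-temperature incubation; propofol titration acted as positive control.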
Pol beta inh – inhibitors of human DNA polymerase beta; Pol beta primer extension/strand displacement, fluorescence kinetic; Potency, µM (titrated, usually from 114 µM), without a hit: at the top dose activity change, negative = inhibition, hits mostly inhibitors; 340,000 tested, 1.3% active; AID 485314; also: potency is read from the fitted curve at half-maximal effect; % is scaled to controls: 0 for no effect and ±100 for the full control effect
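Homogeneous kinetic assay of primer extension and strand displacement by 10 nM Pol beta, preincubated 15 min at room temperature with compound before 50 nM substrate (final) was added. Read at 0 and 10 min; four-parameter Hill fit.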
GRP78 ERSR act – induces the endoplasmic reticulum stress response in human glioma cells; U87-MG GRP78 promoter luciferase reporter, 16 h; Potency, µM, inactives show at the top dose activation, most hits filed as activators; 420,000 tested, 0.02% active; also: potency is read from the fitted curve at half-maximal effect; series mostly up to about 76 µM; % of control where 0% means no effect; nearly all actives have a fitted effect of over 35% in size
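Stably transfected U87-MG glioma cells carrying a GRP78-based luciferase sensor; 16 h compound incubation. Luminescence end-point read 10 min after Bright-Glo addition at room temperature.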
POLK inh – inhibitors of human DNA polymerase kappa. purified Pol kappa, fluorescent DNA synthesis assay, 10 min. 400,000 tested, 0.53% active. Q9UBT6. AID 588579. Potency, µM (highest dose often 107 µM), for inactives: at the top dose activity, negative = inhibition, actives largely listed as inhibitors; also: potency is read from the fitted curve at half-maximal effect; % is scaled to controls: 0 for no effect and ±100 for the full control effect
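Activity was followed as the change in fluorescence between reads at 0 and 10 min after starting the reaction with 50 nM substrate. Beforehand, 10 nM polymerase had been preincubated with compound for 15 min at room temperature.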
Pol iota inh – DNA polymerase iota (human) inhibition; Q9UNA4; Potency, µM (top dose mostly 115 µM), for inactives: at the highest dose activity, negative = inhibition, hits mostly inhibitors; AID 588590; Pol iota fluorescent replication assay, 10 min; 390,000 tested, 1% active; also: potency is read from the fitted curve at half-maximal effect
Target sequence (Q9UNA4 whole entry, looked up): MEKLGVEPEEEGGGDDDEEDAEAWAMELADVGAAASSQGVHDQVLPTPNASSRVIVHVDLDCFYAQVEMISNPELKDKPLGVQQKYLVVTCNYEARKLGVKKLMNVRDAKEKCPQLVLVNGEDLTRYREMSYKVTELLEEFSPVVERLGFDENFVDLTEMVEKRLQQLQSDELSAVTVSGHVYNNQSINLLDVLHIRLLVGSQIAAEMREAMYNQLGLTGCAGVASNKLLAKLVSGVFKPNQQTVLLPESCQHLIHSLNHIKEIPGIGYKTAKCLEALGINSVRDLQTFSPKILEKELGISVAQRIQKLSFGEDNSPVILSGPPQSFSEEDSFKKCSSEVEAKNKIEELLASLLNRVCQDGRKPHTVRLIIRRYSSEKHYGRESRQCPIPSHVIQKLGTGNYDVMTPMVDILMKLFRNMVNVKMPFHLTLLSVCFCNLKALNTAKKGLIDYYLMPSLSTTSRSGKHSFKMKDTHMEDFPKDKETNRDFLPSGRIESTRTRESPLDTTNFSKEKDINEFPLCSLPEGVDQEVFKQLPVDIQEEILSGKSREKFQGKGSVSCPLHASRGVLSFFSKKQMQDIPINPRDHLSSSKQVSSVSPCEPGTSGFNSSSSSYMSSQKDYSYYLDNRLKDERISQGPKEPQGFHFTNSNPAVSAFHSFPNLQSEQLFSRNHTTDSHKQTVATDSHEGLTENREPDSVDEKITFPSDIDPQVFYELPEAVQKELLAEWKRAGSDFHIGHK
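Fluorescent replication assay read twice, at 0 min and 10 min after adding 50 nM (final) substrate. Enzyme (10 nM) and compounds were first incubated 15 min at room temperature; enzyme-free buffer wells were negative controls.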
LDHA block – LDHA (human) enzyme inhibition | activity change, % (values are at about 110 or 230 µM) | purified LDHA, NADH/diaphorase-resazurin fluorescence; hits give low values | 480,000 tested, 0.15% active | P00338; in the data active = activity change below about -30%; inconclusive = mostly about -25% to -30%;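 also: plate controls were DMSO wells for no effect and wells without enzyme for full effect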
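Human LDH5 at 2 nM final in Tris HCl pH 7.4 with 0.06 mM NADH and 0.2 mM pyruvate, reacted 5 minutes at room temperature. Remaining NADH coupled via diaphorase/resazurin; resorufin fluorescence read at 0 and 20 minutes, normalized to enzyme-free and DMSO wells.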
APE1 inh – blocks human APE1 abasic DNA cleavage. recombinant APE1, TAMRA/BHQ-2 abasic DNA cleavage fluorescence. Potency, µM (top dose mostly 65.8 µM), inactives show at the top dose activity change, negative = inhibition, most hits filed as inhibitors. 350,000 tested, 0.35% active;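 also: potency is read from the fitted curve at half-maximal effect; plate controls were vehicle for no effect and reference inhibitor for full effect; nearly all actives have a fitted effect of over 55% in size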
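Step 1: APE1 (0.75 nM) with compound, 15 min RT. Step 2: add 50 nM fluorophore/quencher THF duplex. Step 3: three fluorescence reads 60 s apart (525/598 nm); read 3 minus read 1 = reaction progress.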
An asterisk follows results filed as active; ? = inconclusive; · = no result given; [ ] = dose if it differs, or a comment. Unless noted, calls follow the shape of the dose curve; as a rule, active = well fitted curve in the direction sought with a large enough effect; inconclusive = small, poorly fitted or top-dose-only effect, or another doubt; inactive = no such curve, though single readings can be large; an effect the other way counts as inactive or inconclusive. These rows are one share of the data. The share of hits here may be higher or lower than overall.

SMILES | Pol eta inh | BLM helicase inh | Apoferritin bind | Pol beta inh | GRP78 ERSR act | POLK inh | Pol iota inh | LDHA block | APE1 inh
Cc1cc(S(=O)(=O)NC2CCCCC2)ccc1OCC(=O)N1CCOCC1 | -6.1% | -2.9% | -1.9% | 4.7% | 9.5% | 15.0% | 28.5% | 2.5 | 20.0%
CN(Cc1ccccc1)S(=O)(=O)c1ccc(OCC(=O)N2CCOCC2)cc1 | -4.7% | 3.4% | -10.6% | 6.6% | -7.8% | -5.5% | 48.6%[activator] | -5.0 | -13.9%
N#Cc1cc2c(nc1Cl)CCCC2 | -18.8% | -1.5% | -0.2% | 5.9% | -4.5% | -6.4% | -10.8% | -4.1 | 11.5%
CN1CCN(C(=O)c2c(NC(=O)c3ccco3)sc3c2CCC(C(C)(C)C)C3)CC1 (configuration not stated) | -3.0% | 2.2% | ? | 0.3% | -3.3% | -15.5% | 10.3% | -10.4 | 0.7%
CC(NC(=O)[C@H](Cc1c[nH]c2ccccc12)NC(=O)[C@@H]1Cc2ccccc2CN1)c1ccccc1 (some centres not stated) | -20.5% | -2.5% | -16.7% | -0.1% | -3.8% | -1.4% | 21.5% | -3.6 | 25.9%
CCCCC12CN3CC(C)(CN(C1)C3c1c(C)[nH]c(=O)[nH]c1=O)C2=O (configuration not stated) | -13.4% | 2.9% | 1.6% | 41.0% | -3.2% | -0.3% | 6.9% | -4.5 | ·
O=C(Nc1nc2ccc(F)cc2s1)C1=COCCO1 | -1.6% | · | · | · | -11.7% | -11.6% | 24.0% | -9.3 | 38.3%
COc1ccc(S(=O)(=O)NC2CCCC2)c(Cl)c1Cl | 4.2% | -1.1% | ? | -21.9% | -5.1% | -11.4% | 57.9%[activator] | -10.1 | 4.9%
O=C(Nc1cccc([N+](=O)[O-])c1)c1ccc2c(c1)OCO2 | 0.9% | -0.8% | -8.7% | 3.5% | 2.6% | -3.7% | 19.9% | -1.0 | 2.3%
S=C1N(c2ccccc2)C(c2ccc(Cl)cc2)N2CCCN12 (configuration not stated) | -5.8% | -2.2% | -19.3% | 29.4% | -4.9% | -13.1% | -8.9% | -5.3 | -5.1%

4 entries already listed, sorted by the value under GRP78 ERSR act, descending:
| mol | GRP78 ERSR act |
| --- | --- |
| Cc1cc(S(=O)(=O)NC2CCCCC2)ccc1OCC(=O)N1CCOCC1 | 9.5% |
| CN1CCN(C(=O)c2c(NC(=O)c3ccco3)sc3c2CCC(C(C)(C)C)C3)CC1 (configuration not stated) | -3.3% |
| N#Cc1cc2c(nc1Cl)CCCC2 | -4.5% |
| COc1ccc(S(=O)(=O)NC2CCCC2)c(Cl)c1Cl | -5.1% |

(further entries)
SMILES | Pol eta inh | BLM helicase inh | Apoferritin bind | Pol beta inh | GRP78 ERSR act | POLK inh | Pol iota inh | LDHA block | APE1 inh
O=C(NCCOc1ccc(F)cc1)C1CCC(=O)N(CC2CCCCC2)C1 (configuration not stated) | 4.6% | -1.3% | -11.7% | 0.8% | -4.7% | -7.1% | -3.4% | -8.5 | -15.4%
O=C(CS(=O)(=O)c1ccc(Cl)cc1)NCCS(=O)(=O)c1ccc(Cl)cc1 | -7.2% | -0.7% | -9.3% | -22.5% | -1.3% | 2.8% | -4.1% | 4.2 | -3.3%
CC12CN3CC(=O)N4CC5(C)CN(CC(C)(C4)C5=O)C(=O)CN(C1)CC(C)(C3)C2=O | 7.5% | -0.8% | -5.2% | 18.5% | -3.1% | -8.0% | 13.2% | -12.5 | 2.1%
CCC(C)NC(=O)c1cn(CC)c2ccc(S(=O)(=O)N(C)C)cc2c1=O (configuration not stated) | -8.5% | -11.9% | -1.6% | 0.0% | -3.9% | 12.9% | 39.6%[activator] | 1.1 | -0.5%
CC(C)=CC(=O)OCC(=O)NC1CCCc2ccccc21 (configuration not stated) | -11.3% | -2.7% | ? | 11.8% | -1.9% | -3.0% | 120.9%[activator] | -11.7 | 3.6%
Cc1cc(=O)[nH]c(SCC2(O)C3CC4CC(C3)CC2C4)n1 (configuration not stated) | -12.7% | 0.0% | ? | 7.0% | -5.0% | -4.5% | 0.4% | 1.7 | -2.1%
COc1ccccc1-c1ccc(SCc2ccc([N+](=O)[O-])cc2)nn1 | -22.1% | -11.6% | ? | 2.9% | 2.3% | -1.9% | -6.1% | -1.6 | -5.5%
COc1ccc2nc(CC(C)(C)CC(=O)O)c[n+]([O-])c2c1 | -19.1% | -3.3% | 43.2%[activator] | ? | -3.8% | -4.8% | 1.6% | 2.6 | 1.2%
CCCCn1c(N)c(N(CCOC)C(=O)Cn2c(=O)oc3ccccc32)c(=O)[nH]c1=O | 0.9% | · | · | · | 3.8% | 7.0% | 44.3%[activator] | -8.8 | -2.2%
CN(Cc1cccs1)C(=O)CCc1ccc(S(=O)(=O)N2CCOCC2)cc1 | 5.2% | 7.8% | 4.5% | 11.0% | -4.7% | -9.9% | 13.2% | -4.0 | 0.1%
CCN(CC)C(=O)CSc1nc2ccccc2c(=O)[nH]1 | -1.0% | 2.3% | -5.5% | -2.1% | -1.8% | 0.2% | 12.6% | -6.4 | 27.6%
CCOC(=O)c1ccc(NC(=O)c2ccc(-c3cccc(Cl)c3C)o2)cc1 | -18.6% | -7.5% | -9.0% | -28.6% | -0.9% | -19.4% | 11.6% | -0.6 | ·
CC(C)(C)c1ccc(C(=O)NCC(=O)OCC(=O)N2CCCC2)cc1 | -5.4% | · | · | · | -0.7% | -8.3% | 2.6% | -18.8 | 0.4%
COc1ccc(C)cc1NC(=O)Nc1cccc(C)c1 | -5.0% | -5.9% | -7.8% | -9.9% | -1.4% | -8.3%[60.1 µM] | -19.9% | -6.4 | -7.1%
C/C(=N/NS(=O)(=O)c1ccccc1)c1ccc(Cl)cc1 | -8.0% | -4.4% | -23.0% | 82.6% | 2.7% | -2.6% | 65.4%[activator] | -5.4 | 0.7%
Clc1ccc(-c2csc(N/N=C\c3cccnc3)n2)cc1 | -14.4% | -2.1% | ? | -25.0% | -1.1% | -17.4% | -5.5% | -9.8 | 4.4%
Cc1cc(C)nc(NS(=O)(=O)c2ccc(NC(=O)COc3ccc(Cl)cc3C)cc2)n1 | -9.1% | -18.5% | -10.2% | -8.6% | 0.6% | -19.4% | 5.5% | -0.7 | ·
CCCCCn1c(NCc2ccco2)nc2ccccc21 | ? | -1.5% | -10.3% | -15.7% | -1.5% | -7.5% | 15.3% | -5.1 | 4.7%
COc1ccc(Cl)cc1NC(=O)CSc1nc(N2CCCCC2)nc(N2CCCCC2)n1 | -17.9% | -6.2% | -2.1% | 6.1% | -2.5% | -12.0% | 2.7% | -4.3 | 0.1%
CC(=O)N1c2ccc(S(=O)(=O)N3CCC(C(=O)NC4CCCC(C)C4C)CC3)cc2CC1C (configuration not stated) | -15.0% | -1.1% | ? | 15.0% | 1.1% | 7.6% | 13.3% | -5.6 | 50.2%[activator]
Cc1cccc(COC(=O)C(Cc2ccccc2)NC(N)=O)c1 (configuration not stated) | -13.2% | -0.4% | -7.1% | ? | -3.5% | -6.3% | 15.0% | -6.2 | 37.9%[12.4 µM]
Cc1ccn2c(=O)c(NC(=O)c3cccc([N+](=O)[O-])c3C)c(C)nc2c1 | -2.1% | 0.1% | -11.1% | 24.5% | -4.8% | -2.7%[60.1 µM] | -3.8% | 1.2 | ·
O=C(Nc1ccccc1O)c1ccc([N+](=O)[O-])cc1 | -7.6% | -2.0% | 0.8% | 9.1% | 8.0% | 5.1% | 22.0% | 1.9 | 62.1%[activator]
O=C(CN(C(=O)CNC(=O)c1cccs1)c1cccc(F)c1)NC1CCCC1 | -1.9% | -3.0% | -2.3% | 51.8% | -0.3% | -2.7% | 83.6%[activator] | -11.9 | -9.5%
CC(C)(C)OC(=O)NCCCCCNC(=O)c1nc[nH]c1C(=O)NCCCCCNC(=O)OC(C)(C)C | -16.8% | · | · | · | -9.6% | -11.3% | 3.9% | -3.9 | -17.4%
Cc1cc(C(=O)NCC2CCCCC2)ccc1[N+](=O)[O-] | ? | -2.6% | 3.1% | 25.3% | 4.1% | 0.0% | 37.0%[activator] | -3.7 | 5.3%[12.4 µM]
Cc1c(C(=O)Nc2ccc3oc(-c4cccnc4)nc3c2)oc2ccccc12 | 4.3% | -0.2% | ? | 4.3% | -1.9% | -12.3% | 15.4% | -6.1 | -2.2%
CC(C)=CCC/C(C)=C/C=C/C1=CC2(C)CC1(C)C(/C=C(\C)CCC=C(C)C)CC2=O (configuration not stated) | · | -3.1%[12.4 µM] | -2.0%[15.3 µM] | · | -4.1% | · | · | · | ?
CN1C(=O)NC(c2ccc(O)cc2)C2=C1CN(c1cccc3ccccc13)C2=O (configuration not stated) | -19.8% | -4.5% | -6.3% | 11.8% | 0.3% | -11.5% | 97.4%[activator] | -4.7 | -3.8%
N#Cc1ccccc1OCC(=O)NC(N)=O | -14.8% | 0.3% | 0.7% | -9.7% | -3.9% | 0.2% | 5.0% | -8.4 | 4.4%
CCC1CCCCN1C(=O)c1ccc(OC2CCN(C(=O)C3CC3)CC2)cc1 (configuration not stated) | -7.3% | -5.1% | -6.5% | 17.9% | -2.3% | 0.6% | 27.0% | -7.0 | 20.6%
COc1ccc(N2CCN(S(=O)(=O)c3c(C)[nH]c(=O)[nH]c3=O)CC2)cc1 | -8.9% | -0.1% | -0.9% | ? | -2.0% | -12.2%[60.1 µM] | 14.8% | -0.6 | ·
Cc1ccc(NC(=O)C2CCN(c3ncnc4c3nc3n4CCCCC3)CC2)nc1 | -9.3% | 0.8% | -10.7% | -1.0% | -9.9% | 4.1% | -15.7% | 4.6 | 47.1%[activator]

Retrieved by structure from the list above, two records:
SMILES | Pol eta inh | BLM helicase inh | Apoferritin bind | Pol beta inh | GRP78 ERSR act | POLK inh | Pol iota inh | LDHA block | APE1 inh
CC(C)=CC(=O)OCC(=O)NC1CCCc2ccccc21 (configuration not stated) | -11.3% | -2.7% | ? | 11.8% | -1.9% | -3.0% | 120.9%[activator] | -11.7 | 3.6%
CC(=O)N1c2ccc(S(=O)(=O)N3CCC(C(=O)NC4CCCC(C)C4C)CC3)cc2CC1C (configuration not stated) | -15.0% | -1.1% | ? | 15.0% | 1.1% | 7.6% | 13.3% | -5.6 | 50.2%[activator]

High-throughput results as filed in PubChem.
